Yfh1-depleted yeast – enhancers of respiration in Yfh1-depleted yeast, dose response, Friedreich's ataxia, plus single-dose screen (AID 1465) | S. cerevisiae Yfh1-off respiration, WST-1 reduction, 72 h; higher fold induction means a stronger effect | fold induction at 50 µM, or EC50 in µM where a hit was titrated | 220,000 compounds, 0.074% hits;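 active = fold induction of absorbance versus untreated yeast above a set limit, then at least 30% activation at any dose in follow-up; inconclusive = repeats straddling the limit, or above it without dose testing; inactive = fold induction below the set limit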;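 also: activators that raise dye reduction in frataxin-depleted yeast; strong numbers were not always called active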
HIV fusion peptide – inhibitors of HIV fusion peptide binding, primary screen, biochemical, uHTS, fluorescence dequenching (AID 1986) | cell-free peptide binding, fluorescence dequenching, 30 min; higher % means a stronger effect | inhibition, % at 20 µM, or IC50 in µM where a hit was titrated | 290,000 compounds, 0.3% hits; in the data active = inhibition mostly above about 52%, no sharp cut-off; inactive = mostly below about 76%; also: some results filed as inactive read as strong as hits
NOD1 inhibition – NOD1 signaling inhibitors, primary screen, cell-based, luminescence, uHTS (AID 1578); 290,000 compounds, 1% hits; inhibition, % at 4 µM; hits with a dose series show EC50 in µM; NOD1-driven NF-kB luciferase reporter cells, luminescence; higher % means a stronger effect; in the data active = inhibition mostly above about 36%, no sharp cut-off; inactive = mostly below about 34%;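 also: HEK-293T reporter cells stimulated with the NOD1 agonist gamma-tri-DAP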
West Nile antiviral – West Nile virus antiviral activity, cell-based, CPE readout (AID 1621). West Nile virus-infected cells, CPE inhibition; higher % means a stronger effect. CPE inhibition, % at 10 µM; hits with a dose series show IC50 in µM. 290,000 compounds, 0.02% hits; in the data active = a potency from the dose series; inconclusive = CPE inhibition mostly from about 3.7% at the one dose, without a potency; inactive = the rest, 99 in 100 with CPE inhibition below about 2.2%; also: strong numbers were not always called active
NS5 inhibitors – Dengue-2 NS5 methyltransferase inhibitors, primary screen, biochemical, confirmation dose response (AID 588689). Genome polyprotein (Dengue virus type 2 (strain 16681-PDK53)). inhibition, % at 25 µM, or IC50 in µM where a hit was titrated. 340,000 compounds, 0.3% hits. Dengue-2 NS5 methyltransferase capping enzyme assay, biochemical; higher % means a stronger effect; in the data active = a potency from the dose series; inconclusive = inhibition above about 29% without an active follow-up result
NOD2 inhibition – NOD2 signaling inhibitors, cell-based, luminescence, uHTS, HEK293 (AID 1566); 290,000 compounds, 0.63% hits; inhibition, % at 4 µM; hits with a dose series show EC50 in µM; HEK293 NOD2/NF-kB luciferase reporter, luminescence; higher % means a stronger effect; also: many of its hits are not listed in these tables
AID2073 – inhibitors of Mint1-CaV2.2 protein interaction, biochemical, HTRF (AID 2073); HTRF protein-protein interaction, Mint1-CaV2.2; higher % means a stronger effect; inhibition, % at 20 µM; hits with a dose series show IC50 in µM; 290,000 compounds, 0.19% hits; in the data active = inhibition mostly above about 51%, no sharp cut-off; inconclusive = no clear call, values can overlap the other calls; inactive = mostly below about 53%; also: some results filed as inactive read as strong as hits
KOR beta-arrestin-1 – KOR agonists, beta-arrestin recruitment, primary screen, cell-based, luminescence, uHTS (AID 1777); Kappa-type opioid receptor (Homo sapiens); KOR beta-arrestin recruitment, luminescence; higher % means a stronger effect; activation, % at 10 µM, or EC50 in µM where a hit was titrated; 280,000 compounds, 0.02% hits; in the data active = activation above about 50%, passing the limit was not always enough; also: a part of the inactive calls stands beside numbers as strong as those of hits
KOR beta-arrestin-2 – KOR antagonists, beta-arrestin recruitment, cell-based, luminescence, uHTS (AID 1778); inhibition, % at 10 µM; hits with a dose series show IC50 in µM; 290,000 compounds, 0.091% hits; KOR beta-arrestin recruitment, luminescence, antagonist mode; higher % means a stronger effect; also: strong numbers were not always called active
NS5 inhibitors pilot replicate – recorded beside NS5 inhibitors, whose call it bears; inhibition, %; measured here: pilot screen replicate inhibition
* marks the source's active call; other numbers are inactive results; i = inactive; ? = inconclusive; · = not tested or not shown; [ ] = dose if it differs, or a comment. Rule as the data show it, unless noted: active = inhibition above about 50%; inactive = the rest. These rows are one share of the data (hit frequency here may not be typical).

Start of the data: the first two entries, to show the layout:
SMILES	Yfh1-depleted yeast	HIV fusion peptide	NOD1 inhibition	West Nile antiviral	NS5 inhibitors	NOD2 inhibition	AID2073	KOR beta-arrestin-1	KOR beta-arrestin-2	others
O=C(NCc1cccs1)C(=O)NCC1OCCCN1S(=O)(=O)c1cccs1 (configuration not stated)	i	-1.0%	-40%	-1.1%	-9%	9%	8%	0.7%	-14%
CC1CCc2nn(CC(=O)NCCN3CCCCC3C)cc2C1 (configuration not stated)	i	0.5%	-3%	-0.3%	4%	-13%	3%	0.2%	-38%

Results, repeating the preview:
SMILES	Yfh1-depleted yeast	HIV fusion peptide	NOD1 inhibition	West Nile antiviral	NS5 inhibitors	NOD2 inhibition	AID2073	KOR beta-arrestin-1	KOR beta-arrestin-2	others
O=C(NCc1cccs1)C(=O)NCC1OCCCN1S(=O)(=O)c1cccs1 (configuration not stated)	i	-1.0%	-40%	-1.1%	-9%	9%	8%	0.7%	-14%
CC1CCc2nn(CC(=O)NCCN3CCCCC3C)cc2C1 (configuration not stated)	i	0.5%	-3%	-0.3%	4%	-13%	3%	0.2%	-38%
N#C/C(=C\c1cccc(Oc2ccccc2)c1)C(=O)N1CCOCC1	i	0.6%	-24%	0.3%	-34%	6%	27%	-4.6%	-73%[20 µM]
COc1ccccc1N1CCN(/N=C/c2cc(OC)c(OC(C)=O)c(OC)c2)CC1	·	0.4%	4%	-0.5%	2%	10%	0%	5.8%	-40%[20 µM]	NS5 inhibitors pilot replicate=-0.9
Cc1onc(-c2c(F)cccc2Cl)c1C(=O)N1C=CC(C(F)(F)Cl)=NCC1	i	1.6%	11%	0.0%	-5%	15%	7%	-0.9%	-28%
COc1cc(CN2CCCC(C)C2)ccc1OCc1ccccc1 (configuration not stated)	·	-0.4%	-34%	-0.1%	-2%	-35%	-4%	7.3%	-63%[20 µM]
O=C(NCc1ccccc1)c1cc(-c2cccs2)on1	i	-1.9%	-25%	-0.6%	-2%	-45%	-2%	5.6%	-36%
CN(C)CCCNC1CS(=O)(=O)CC1O (configuration not stated)	i	-0.3%	-4%	1.0%	-3%	18%	-2%	2.7%	-5%
COc1cccc(C2Nc3ccccc3NC3=C2C(=O)CC(C)(C)C3)c1OC (configuration not stated)	·	0.2%	-9%	0.7%	-3%	13%	4%	-3.8%	5%
CSc1ccc(C(=S)N2CCN(CCO)CC2)cc1	i	0.5%	-11%	0.2%	-5%	2%	-27%	-1.4%	-7%
COc1ccc(C(C)=O)cc1CN1C(=O)C(C)N(c2ccc(C)cc2)C1=O (configuration not stated)	i	-1.8%	-11%	-0.4%	-3%	-1%	4%	-5.4%	-39%	NS5 inhibitors pilot replicate=-5.6
O=C(CCc1ccccc1)NNC(=O)c1ccccc1Br	i	2.8%	-5%	0.0%	-3%	11%	2%	-4.0%	10%

Ordered by formula weight (smallest number first): some entries from above
SMILES	Yfh1-depleted yeast	HIV fusion peptide	NOD1 inhibition	West Nile antiviral	NS5 inhibitors	NOD2 inhibition	AID2073	KOR beta-arrestin-1	KOR beta-arrestin-2	others
CN(C)CCCNC1CS(=O)(=O)CC1O (configuration not stated)	i	-0.3%	-4%	1.0%	-3%	18%	-2%	2.7%	-5%
O=C(NCc1ccccc1)c1cc(-c2cccs2)on1	i	-1.9%	-25%	-0.6%	-2%	-45%	-2%	5.6%	-36%
COc1cc(CN2CCCC(C)C2)ccc1OCc1ccccc1 (configuration not stated)	·	-0.4%	-34%	-0.1%	-2%	-35%	-4%	7.3%	-63%[20 µM]
O=C(CCc1ccccc1)NNC(=O)c1ccccc1Br	i	2.8%	-5%	0.0%	-3%	11%	2%	-4.0%	10%
COc1ccccc1N1CCN(/N=C/c2cc(OC)c(OC(C)=O)c(OC)c2)CC1	·	0.4%	4%	-0.5%	2%	10%	0%	5.8%	-40%[20 µM]	NS5 inhibitors pilot replicate=-0.9
Cc1onc(-c2c(F)cccc2Cl)c1C(=O)N1C=CC(C(F)(F)Cl)=NCC1	i	1.6%	11%	0.0%	-5%	15%	7%	-0.9%	-28%

(list continues)
SMILES	Yfh1-depleted yeast	HIV fusion peptide	NOD1 inhibition	West Nile antiviral	NS5 inhibitors	NOD2 inhibition	AID2073	KOR beta-arrestin-1	KOR beta-arrestin-2	others
COc1ccc(C(=O)NC(=S)NCc2ccc(-c3nc4ccccc4o3)cc2)cc1OC	i	-2.9%	-27%	0.3%	-3%	21%	10%	8.4%	-28%
Cc1nc2n[nH]c(N)c2c2c1CCCC2	i	-1.0%	-2%	0.4%	-4%	7%	-7%	5.9%	-5%
CC(=O)c1cccc(NC(=O)CCNS(=O)(=O)c2cccc3nsnc23)c1	i	2.5%	-15%	0.2%	-1%	4%	-3%	-2.8%	12%
COc1cccc(N2C(=O)C3NN=C(C(=O)CN4C(=O)c5ccccc5C4=O)C3C2=O)c1 (configuration not stated)	i	-0.7%	-7%	0.1%	·	-2%	10%	6.1%	-15%
COc1ccccc1C(C)Nc1nc(-c2cccnc2)nc2ccccc12 (configuration not stated)	·	-0.8%	-6%	-0.3%	-2%	6%	-2%	-3.2%	-32%
COc1cc2c(cc1OC)CN(C(=O)c1ccncc1)CC2	·	-0.8%	3%	-0.7%	-11%	-10%	-5%	0.2%	10%
C#CCNc1c2c(nc3ncnn13)CC(C)CC2 (configuration not stated)	i	1.2%	-4%	0.4%	-8%	-1%	-4%	-4.9%	29%
CCOCCc1nnc(NC(=O)c2cccs2)s1	i	-0.6%	-26%	0.7%	2%	-16%	5%	-4.6%	39%
CCN1CCN(c2nc(Nc3cccc(F)c3)nc(N)c2[N+](=O)[O-])CC1	i	-1.6%	-5%	-0.3%	6%	7%	5%	-3.2%	19%
O=C(NCC(=O)N(c1ccc(F)cc1)C(C(=O)NC1CCCCC1)c1cccnc1)c1ccco1 (configuration not stated)	·	1.7%	-24%	0.7%	-3%	2%	11%	-1.2%	-8%
Cc1cccc(C)c1OCc1cc(C(=O)NCc2ccc(Cl)s2)no1	·	0.7%	3%	-0.3%	-12%	8%	-2%	-1.1%	-4%
O=C(CN1N=C(c2ccccc2)CCC1=O)NCCCN1CCc2ccccc2C1	i	1.7%	-14%	0.2%	0%	17%	0%	-2.2%	-3%
CSc1ncccc1C(=O)OCC(=O)N(C)C	i	0.7%	-16%	1.0%	-7%	10%	13%	1.1%	-3%
COc1cc(NC(=S)N2CCN(S(C)(=O)=O)CC2)cc(OC)c1	·	6.3%	-48%	-0.6%	-3%	-11%	-18%	-0.1%	-4%
CC(C)COc1ccc(C(=O)OC2CC(C)(C)OCC2CN(C)C)cc1 (configuration not stated)	i	-2.3%	6%	0.4%	-8%	-6%	-1%	7.2%	9%
COc1cccc(-n2nnc3c(=O)n(Cc4ccccc4Cl)cnc32)c1	i	0.4%	-27%	-1.0%	-3%	-18%	31%	13%	-23%
CC(Sc1nncs1)C(=O)NC1CCCCC1C (configuration not stated)	·	-1.7%	-35%	-0.4%	-4%	6%	9%	5.9%	0%
O=C(NC1CCCCC1)C(c1ccc(F)cc1)N(Cc1cccs1)C(=O)CN1C(=O)c2ccccc2S1(=O)=O (configuration not stated)	i	0.3%	-25%	-0.2%	0%	13%	-6%	-3.0%	12%
CC(=O)NNC1=Nc2ccccc2N(C)C(C)C1 (configuration not stated)	i	-0.7%	-20%	-0.1%	-11%	-121%	3%	0.3%	-32%
CC(C)CC(=O)Nc1ncnc2c1C(=O)CC(C)(C)C2	i	4.0%	-30%	-0.3%	-6%	-30%	6%	3.1%	-62%
O=C(O)/C=C/c1cccc(NC(=O)c2ccccc2)c1	i	-0.4%	4%	-0.1%	2%	11%	-3%	1.4%	16%
Cc1ccc(S(=O)(=O)c2cnc(-c3ccccc3)nc2Oc2ccccc2)cc1	i	1.2%	-79%	0.5%	·	-7%	6%	0.4%	-20%
CN1c2cccc3cccc(c23)N(C)C1(C)C	·	11%	9%	·	14%	18%	4%	1.0%	-39%
Cc1ccc(CNC(=O)C(=O)NCC2OCCN2C(=O)c2ccc(Cl)cc2)cc1 (configuration not stated)	i	2.4%	-16%	-0.3%	-3%	8%	1%	1.7%	-5%
COc1ccccc1N1CCN(C2CC(=O)N(c3ccc(F)cc3)C2=O)CC1 (configuration not stated)	·	-1.7%	0%	-0.3%	10%	3%	10%	4.4%	-32%[20 µM]
COc1cccc(-c2cc(C(=O)N/N=C/c3ccco3)c3ccccc3n2)c1	·	2.0%	-24%	-1.1%	-1%	-5%	16%	13%	3%
O=C(c1ccc2c(c1)OCCO2)C1CCN(S(=O)(=O)c2ccccc2F)CC1	i	0.4%	8%	0.1%	-1%	5%	17%	1.9%	-25%
Cn1c(CNC(=O)c2cccs2)nnc1SCC(=O)Nc1ccc(Cl)cc1	i	2.2%	-52%	-0.2%	-10%	-2%	-5%	1.4%	20%
O=C(c1ccsc1)N1CCN(C(=O)c2cccs2)CC1	i	-1.5%	-18%	0.2%	3%	-6%	0%	-4.0%	9%
COc1cc(NC(=O)c2ccc(Br)o2)ccc1NC(=O)c1ccccc1Cl	i	1.3%	-31%	-0.8%	-2%	7%	5%	0.9%	32%
COc1cccc(C(=O)N/N=c2\oc3c(OC)cccc3cc2C(=O)NCc2ccccc2)c1	i	-1.6%	-16%	-0.2%	0%	14%	1%	-3.4%	2%
O=C(NCC1CCCO1)c1ccc(COc2ccc(Cl)cc2)cc1 (configuration not stated)	i	1.6%	-16%	-1.8%	6%	12%	-13%	0.0%	-4%
O=C1CSC(=S)N1/N=C/c1ccc(O)c([N+](=O)[O-])c1	?	34%	-27%	0.2%	-8%	13%	10%	-9.8%	17%
COc1cc(NC(=O)Cc2ccc([N+](=O)[O-])cc2)c(C(=O)O)cc1OC	i	3.5%	-32%	0.8%	-1%	1%	12%	4.2%	4%
N#Cc1ccc(C(=O)OCC(=O)Nc2ccc(S(N)(=O)=O)cc2)cc1	i	0.0%	3%	-0.3%	1%	3%	20%	-1.9%	34%
Cn1c(=O)c2c(ncn2CC(=O)N/N=C/C(Cl)=C/c2ccccc2)n(C)c1=O	i	-0.8%	2%	-0.3%	2%	8%	-18%	·	·
COc1ccc(S(=O)(=O)N2CCN(CC(O)COc3ccc(CC#N)cc3)CC2)cc1OC (configuration not stated)	·	-0.2%	-3%	-1.6%	6%	5%	10%	-3.6%	-6%
CCOc1ccc(C(=O)COc2ccc(NC(C)=O)cc2)cc1	i	-0.6%	-7%	0.1%	5%	-10%	2%	6.4%	-18%
